Screening data as filed in PubChem.
NCI-60 one-dose screen, 48 h, at 10 µM unless noted. Numbers give growth in % (100 = growth as untreated, 0 = no growth, -100 = all killed).
MCF7 – MCF7 breast cancer; 82,000 tested, 6.3% active
MDA-MB-468 – MDA-MB-468 breast cancer; 78,000 tested, 8.5% active
LOX IMVI – LOX IMVI melanoma | 79,000 tested, 7.4% active
HS 578T – HS 578T breast cancer; 78,000 tested, 4.1% active; AID 1794788
MDA-MB-231 – MDA-MB-231 breast cancer | 81,000 tested, 5% active
MALME-3M – MALME-3M melanoma; 78,000 tested, 5.8% active
T-47D – T-47D breast cancer; 79,000 tested, 5% active; AID 1794792
BT-549 – BT-549 breast cancer; AID 1794793; 78,000 tested, 4.4% active
* = called active by the depositor; nt = no result given. The calls were made as follows: active = growth percent below 10; inactive = the rest.

SMILES	MCF7	MDA-MB-468	LOX IMVI	HS 578T	MDA-MB-231	MALME-3M	T-47D	BT-549
COc1ccc(C2=NN(C(=O)c3cc(-c4ccccc4)nc4ccccc34)C(c3cc(-c4ccccc4)nn3-c3ccccc3)C2)cc1OC (stereo unspecified)	82	93	69	101	101	97	57	84
C=C(C)[C@@H]1CC[C@]2(C(=O)N3CCN(C)CC3)CC[C@]3(C)[C@H](CC[C@@H]4[C@@]5(C)CC[C@H](OC(=O)c6cccnc6)C(C)(C)[C@@H]5CC[C@]43C)[C@@H]12	85	111	99	109	73	112	86	116
COc1cc([N+](=O)[O-])ccc1N=Nc1cc(S(=O)(=O)O)c2cccc(S(=O)(=O)O)c2c1O	92	81	100	95	107	91	93	103
Cc1ccc(S(=O)(=O)c2[nH]c(-c3ccccc3)nc2S(C)(=O)=O)cc1	98	117	103	105	108	108	111	112
CCOC(=O)c1c(C)nc(C)c(C(=O)OCC)c1-c1cccc([N+](=O)[O-])c1	97	103	110	102	91	105	98	89
COC(=O)c1ccc(C(C)(C)C)cc1	95	104	105	nt	120	104	91	111
COc1ccc(C2OCC(C)(C)CO2)cc1	102	112	108	123	97	114	107	105
Nn1c(N/N=C/c2nc3ccccc3s2)n[nH]c1=S	94	109	102	110	88	109	108	nt
Cc1cc(C)cc(C(=O)c2cc(Cl)ccc2OCCn2c(=O)ccn(CCOc3ccc(Cl)cc3)c2=O)c1	46	44	77	64	53	76	37	72
COC(=O)C(Br)C(O)c1ccccc1 (stereo unspecified)	104	102	100	99	113	100	98	120
COc1ccc(N=Nc2c(N)nn3c2ncc2c(=O)n(N)c(NN)nc23)cc1	86	80	95	88	90	103	90	99
CC(C)CC1(C2CCCC2)NC(=O)NC1=O (stereo unspecified)	96	110	nt	107	98	nt	101	103
Cc1ccc2c(n1)C[C@H](C(C)(C)O)CC[C@@H]2C	101	118	107	97	103	104	103	115
Cc1c2cnccc2c(C)c2c1c1cc(C#N)ccc1n2C	-12*	-47*	-36*	-18*	-24*	-77*	-1.0*	-62*
Cc1cc(O)cc2c1[C@H]1CC[C@]3(C)[C@@H](O)CC[C@H]3[C@@H]1C=C2	109	97	81	86	81	nt	97	100
CC(C)[C@H](NS(=O)(=O)C1CCC(N=NC2CCC(N(C)C)CC2)CC1)C(=O)N[C@H](CCCNC(=O)CC(=O)Nc1ccccc1Oc1ncc(C(F)(F)F)cc1Cl)C(=O)NCCOCCOCC[C@H](O)N[C@H](CCNC(=O)c1ccc(N2CCN(Cc3ccc(Cl)cc3)CC2)c([N+](=O)[O-])c1)[C@H](O)NCCOCCOCC(=O)NC(CCCCNC(=O)CN1CCN(CC(=O)O)CCN(CC(=O)O)CCN(CC(=O)O)CC1)C(=O)O (stereo partly specified)	92	104	95	97	93	91	94	110
CCc1nn(CCCN2CCN(c3cccc(Cl)c3)CC2)c(=O)n1CCOc1ccccc1	94	42	86	96	77	86	70	93
CCCCC1(C)NC(=O)NC1=O (stereo unspecified)	109	99	92	102	100	109	97	109
CN1C(=O)N2CN(CC3CC3)CN3C(=S)NC1C23 (stereo unspecified)	98	91	97	90	98	110	102	95
COc1cc(NCCCCCN)c2ncccc2c1	83	114	103	113	nt	99	96	113
COc1ccc(OC)c(NC(=O)CCCCCCNC(=O)C(O)(O)C(F)(F)F)c1	37	23	32	50	62	25	22	77
OC12Cc3ccccc3C1=NN(c1ccccc1)C2c1ccccc1 (stereo unspecified)	68	87	82	107	68	109	61	96
CCN(CCCCCCN1CC(=O)N(CCCCCCN(CC)Cc2ccccc2OC)CC1=O)Cc1ccccc1OC	84	84	86	nt	93	109	91	88
CCC(=O)c1cc(O)ccc1O	111	100	100	107	98	121	113	93
COc1cc2oc(-c3cccc(NC(=O)[C@H](C)NC(=O)OC(C)(C)C)c3)cc(=O)c2c(OC)c1OC	91	71	93	112	80	131	83	106
CCCCCCCCCCCC(=O)OC/C=C\Cl	89	102	90	87	97	108	111	110
CC1(C)c2[nH]c3ccccc3c2C[C@]2(C)[C@H]3C(=O)C=C4[C@@H]5C[C@@](C)(C(N)=O)CC[C@]5(C)CC[C@@]4(C)[C@]3(C)CC[C@@H]12	35	56	83	71	74	79	20	71
CCCCCCCCn1ccc2cc(NC(=O)CN3CCN(c4cc(C)nc(N5CCOCC5)n4)CC3)ccc21	73	80	91	111	91	97	88	110
COc1ccc(/C=C/C(=O)c2ccc(-c3cc4ccccc4oc3=O)nc2C)cc1	66	83	104	97	96	97	94	100
N/C(=N\c1nc2ccccc2s1)NC(=O)Nc1ccccc1[N+](=O)[O-]	13	-0.8*	10	41	-1.5*	45	34	11

Results in HS 578T, T-47D and BT-549, for some of the entries so far:
canonical_smiles	HS 578T	T-47D	BT-549
Nn1c(N/N=C/c2nc3ccccc3s2)n[nH]c1=S	110	108	nt
Cc1cc(C)cc(C(=O)c2cc(Cl)ccc2OCCn2c(=O)ccn(CCOc3ccc(Cl)cc3)c2=O)c1	64	37	72
COC(=O)C(Br)C(O)c1ccccc1 (stereo unspecified)	99	98	120

Additional structures.
SMILES	MCF7	MDA-MB-468	LOX IMVI	HS 578T	MDA-MB-231	MALME-3M	T-47D	BT-549
Cc1ccc(C(=O)N/N=C/c2cccc(Oc3ccccc3)c2)cn1	37	59	64	51	65	65	66	38
CCOc1ccccc1/C=C1\CCc2ccccc2C1=O	88	nt	91	93	95	82	89	82
CCCCN(CCCC)CCNc1ccc(C)c2sc3cc(C)ccc3c(=O)c12	86	104	86	90	68	99	66	73
COc1ccc(C(=O)CCC(=O)O)c2c(OC)cccc12	94	97	104	98	97	90	102	105
Cn1c(=O)c2c(nc(C(O)c3ccccc3)n2C)n(C)c1=O (stereo unspecified)	98	112	105	nt	112	127	108	105
O=C1C=CC(=O)N1c1ccccc1[N+](=O)[O-]	107	94	99	100	96	95	94	112
CCN1C(=O)N(CC)C2Nn3c(s/c(=C\c4cccs4)c3=O)=NC21 (stereo unspecified)	92	90	97	93	102	91	103	101
C=C(C)[C@@H]1CCC[C@]2(COS(=O)(=O)c3ccc(C)cc3)CC[C@]3(C)[C@@H](CC[C@@H]4[C@@]5(C)CCCNC(C)(C)[C@@H]5CC[C@]43C)[C@@H]12	-33*	-78*	-87*	61	-10*	4.1*	60	84
O=C1S/C(=C/c2ccc(Cl)cc2)C(=O)N1c1nc(N2CCCC2)nc(N2CCCC2)n1	95	106	80	91	101	98	93	85
CC(=O)Nc1cc(C)ccc1C	105	76	101	90	112	93	107	112
N#CC1=C(N)Oc2c(c(=O)[nH]c3ccc(Br)cc23)C12c1cc(Br)ccc1-c1ccc(Br)cc12	65	76	69	63	30	57	73	89
COc1ccc(-c2cn3c(ccc4ccccc43)n2)cc1	76	108	95	96	83	106	77	98
Cc1ccc(-n2nnc(C(=O)O)c2-c2ccncc2)cc1	92	91	96	93	98	99	93	105
Cc1ccc(C)n1CCN1CCNCC1	92	106	87	94	98	98	105	61
CCOC(=O)C(Cc1ccc(O)cc1)NC(=O)C(CCCCN)N(C(=O)OCc1ccccc1)C(=O)OCc1ccccc1 (stereo unspecified)	103	98	95	112	110	101	94	107

A draw from above in order of number of heavy atoms, highest first.
SMILES	MCF7	MDA-MB-468	LOX IMVI	HS 578T	MDA-MB-231	MALME-3M	T-47D	BT-549
CCN(CCCCCCN1CC(=O)N(CCCCCCN(CC)Cc2ccccc2OC)CC1=O)Cc1ccccc1OC	84	84	86	nt	93	109	91	88
C=C(C)[C@@H]1CCC[C@]2(COS(=O)(=O)c3ccc(C)cc3)CC[C@]3(C)[C@@H](CC[C@@H]4[C@@]5(C)CCCNC(C)(C)[C@@H]5CC[C@]43C)[C@@H]12	-33*	-78*	-87*	61	-10*	4.1*	60	84
CCCCCCCCn1ccc2cc(NC(=O)CN3CCN(c4cc(C)nc(N5CCOCC5)n4)CC3)ccc21	73	80	91	111	91	97	88	110
COc1cc2oc(-c3cccc(NC(=O)[C@H](C)NC(=O)OC(C)(C)C)c3)cc(=O)c2c(OC)c1OC	91	71	93	112	80	131	83	106
N#CC1=C(N)Oc2c(c(=O)[nH]c3ccc(Br)cc23)C12c1cc(Br)ccc1-c1ccc(Br)cc12	65	76	69	63	30	57	73	89
O=C1S/C(=C/c2ccc(Cl)cc2)C(=O)N1c1nc(N2CCCC2)nc(N2CCCC2)n1	95	106	80	91	101	98	93	85
COc1ccc(/C=C/C(=O)c2ccc(-c3cc4ccccc4oc3=O)nc2C)cc1	66	83	104	97	96	97	94	100
CCCCN(CCCC)CCNc1ccc(C)c2sc3cc(C)ccc3c(=O)c12	86	104	86	90	68	99	66	73
OC12Cc3ccccc3C1=NN(c1ccccc1)C2c1ccccc1 (stereo unspecified)	68	87	82	107	68	109	61	96
CCN1C(=O)N(CC)C2Nn3c(s/c(=C\c4cccs4)c3=O)=NC21 (stereo unspecified)	92	90	97	93	102	91	103	101
Cn1c(=O)c2c(nc(C(O)c3ccccc3)n2C)n(C)c1=O (stereo unspecified)	98	112	105	nt	112	127	108	105
COc1ccc(C(=O)CCC(=O)O)c2c(OC)cccc12	94	97	104	98	97	90	102	105
CCCCCCCCCCCC(=O)OC/C=C\Cl	89	102	90	87	97	108	111	110
O=C1C=CC(=O)N1c1ccccc1[N+](=O)[O-]	107	94	99	100	96	95	94	112
Cc1ccc(C)n1CCN1CCNCC1	92	106	87	94	98	98	105	61
CC(=O)Nc1cc(C)ccc1C	105	76	101	90	112	93	107	112

Further structures.
SMILES	MCF7	MDA-MB-468	LOX IMVI	HS 578T	MDA-MB-231	MALME-3M	T-47D	BT-549
CC(NC(=O)C(NC(=O)OCc1ccccc1)C(C)O)C(=O)OCc1ccccc1 (stereo unspecified)	97	105	102	119	132	nt	102	97
CC(=O)C1=C(C)NC(NN)=NC1c1ccc([N+](=O)[O-])cc1 (stereo unspecified)	90	118	98	98	98	106	105	110
CCC(CCCN1C(=O)c2ccccc2C1=O)Nc1cc(OC)cc2cccnc12 (stereo unspecified)	21	nt	93	84	93	142	66	93
C/C=C\C(C)C	88	107	96	113	113	103	79	80
N#Cc1ccc(OC(=O)Nc2ccc(Br)cc2)cc1	94	101	nt	99	101	95	94	107
COc1ccc(CCc2ccncc2)cc1	93	102	95	112	109	107	94	91
O=C(CN1CCCCC1)Nc1nc2ccc([N+](=O)[O-])cc2s1	98	109	100	106	103	108	97	95
CC(O)COc1ccc(-c2ccccc2)cc1 (stereo unspecified)	100	102	101	106	97	115	94	104
COc1ccc2c(c1)/C(=C\c1sc(=S)[nH]c1O)C(C(=O)O)=N2	98	98	97	94	95	95	94	109
CC(=O)/C(=C\c1c(-c2ccccc2)[nH]c2ccccc12)S(=O)(=O)c1ccccc1	10	6.1*	-33*	8.5*	4.1*	63	13	17
CCCCC(CC)COC(=O)/C=C/c1cccc2c1C(=O)NC(C)(c1cc3cc(Cl)ccc3oc1=O)N2 (stereo unspecified)	86	74	99	100	104	106	86	109
CCN1CCN(c2ccc3c4c(cccc24)C(=O)N(c2ccc(/C(=C(\C)c4ccccc4)c4ccccc4)cc2)C3=O)CC1	68	76	59	99	109	89	75	102
COc1ccc(C(=O)CSc2nc3c(c(Nc4ccc(S(N)(=O)=O)cc4)n2)CCCC3)cc1	98	108	83	110	88	103	71	127
O=C(Cn1c(=O)sc2nc3ccccc3nc21)Nc1ncc(Cc2ccc(Cl)c(C(F)(F)F)c2)s1	92	106	70	85	90	117	81	100
O/N=C/c1cccc(Cl)c1	94	105	105	nt	115	104	92	104
S=C([S-])[P+](C1CCCCC1)(C1CCCCC1)C1CCCCC1	87	83	101	105	97	87	96	106
CC(C)(C)NC(=O)C(OC(=O)c1cccc(Cl)c1)c1cc2cc(F)ccc2nc1Cl (stereo unspecified)	93	102	91	94	112	94	77	75
CC(C)N(CCOC(=O)c1cc(Cl)cc(-c2ccccc2)c1O)C(C)C	101	99	94	102	97	109	107	105
OCCSC(=S)N1CCNCC1	101	108	113	nt	126	90	86	102
O=C(CCc1ccc(O)c(O)c1)c1c(O)cc(O)c([C@@H]2O[C@H](CO)[C@@H](O)[C@H](O)[C@H]2O)c1O	97	97	98	95	106	97	93	107
C=C1CC[C@H]2[C@@](C)(CCC3OC(c4ccc(OCc5cn(CCOC6OC(COC(C)=O)C(OC(C)=O)C(OC(C)=O)C6OC(C)=O)nn5)cc4)OC[C@]32C)[C@@H]1/C=C/C1=CCOC1=O (stereo partly specified)	82	86	nt	80	94	94	82	91
Clc1nnc2ccc(Oc3cccc(-c4ccc(OCc5ccccc5)cc4)c3)nn12	84	65	101	115	92	128	85	84
C=C(C)[C@H]1CC2=C(C(=O)OC)C=C(/C=C(\C)C[C@H]3C=C(CC1=O)C(=O)O3)O2	91	113	98	101	103	107	103	97
CN1C(=O)N(C)C2C1NN=C1SC(C(=O)O)=CC(=O)N12 (stereo unspecified)	89	99	100	105	120	113	101	115
